# Screening results deposited in PubChem by Sanford-Burnham Center for Chemical Genomics.
# PfGluPho inh: PfG6PD (Plasmodium falciparum) enzyme inhibition. PfGluPho enzyme, NADPH resazurin-diaphorase fluorescence. inhibition, % at 20 µM. 0.78% of 350,000 active. AID 504690;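 active means inhibition reaching at least a set limit at 20 µM in the primary screen, cut at about 59% in these data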;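 further: 0% = DMSO wells with substrate and 100% = DMSO wells lacking glucose-6-phosphate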
# HKDC1 inhibitor: HKDC1 (human) hexokinase inhibition. Q2TB90. recombinant HKDC1, G6PDH/diaphorase resazurin coupled fluorescence. inhibition, % at 20 µM. 0.16% of 340,000 active. AID 493160;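 active means inhibition above about 35% when tested at 20 µM, limit read from the data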;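 further: plate controls were DMSO wells with enzyme for no effect and DMSO wells lacking enzyme for full effect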
#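 Incubation: 90 min at room temperature in dark / Material: recombinant HKDC1 (HK5) hexokinase enzyme, produced in-house / Quantity: enzyme 5 µg/mL final / Compound: one dose of 20 µM, 1% DMSO / Reagent: glucose and ATP substrates / Buffer or medium: Tris pH 8.0 buffer with MgCl2, Tween-20, BSA, BME / Technique: resorufin fluorescence at 613 nm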
# SENP8 block-1: inhibitors of human SENP8 protease; recombinant SENP8, Nedd8 substrate fluorescence; inhibition, % at 20 µM; 0.64% of 360,000 active; AID 602440; in the data active means inhibition mostly above about 40%, no sharp cut-off; inactive means mostly below about 27%
# Target sequence (Q96LD8 whole entry, looked up): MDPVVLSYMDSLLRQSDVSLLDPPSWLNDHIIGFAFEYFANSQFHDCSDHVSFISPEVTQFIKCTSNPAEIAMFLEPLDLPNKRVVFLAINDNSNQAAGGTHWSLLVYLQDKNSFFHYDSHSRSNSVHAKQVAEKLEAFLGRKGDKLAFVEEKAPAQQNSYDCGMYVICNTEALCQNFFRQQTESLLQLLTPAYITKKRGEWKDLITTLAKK
# beta cell repl: inducers of beta-cell replication in MIN6 cells; AID 2380; MIN6 cells proliferation, ATPlite luminescence, 48 h; cells starved in 0.2% serum; 100% = growth in 10% serum; proliferation, % at 10 µM; 0.29% of 330,000 active;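 active means compounds whose signal lies at least 3.5 SD above the mean of all wells on their plate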;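 further: 0% = DMSO-treated cells in low-serum medium and 100% = 10% serum control; some compounds called inactive have numbers as strong as hits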
# SENP8 block-2: SENP8 protease inhibition; inhibition, % at 10 µM; 1.2% of 330,000 active; AID 2540; purified SENP8, Z-RLRGG-aminoluciferin cleavage, luminescence; in the data active means inhibition above about 50%
# SENP6 block: blocks the human protease SENP6; inhibition, % at 10 µM; 1.8% of 330,000 active; Recombinant SENP6 catalytic domain, aminoluciferin luminescence;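 active means inhibition above about 50% at the single tested dose, limit read from the data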;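 further: plate controls were DMSO wells with enzyme for no effect and DMSO wells lacking enzyme for full effect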
# Target sequence (Q9GZR1 628-1112 limits assumed): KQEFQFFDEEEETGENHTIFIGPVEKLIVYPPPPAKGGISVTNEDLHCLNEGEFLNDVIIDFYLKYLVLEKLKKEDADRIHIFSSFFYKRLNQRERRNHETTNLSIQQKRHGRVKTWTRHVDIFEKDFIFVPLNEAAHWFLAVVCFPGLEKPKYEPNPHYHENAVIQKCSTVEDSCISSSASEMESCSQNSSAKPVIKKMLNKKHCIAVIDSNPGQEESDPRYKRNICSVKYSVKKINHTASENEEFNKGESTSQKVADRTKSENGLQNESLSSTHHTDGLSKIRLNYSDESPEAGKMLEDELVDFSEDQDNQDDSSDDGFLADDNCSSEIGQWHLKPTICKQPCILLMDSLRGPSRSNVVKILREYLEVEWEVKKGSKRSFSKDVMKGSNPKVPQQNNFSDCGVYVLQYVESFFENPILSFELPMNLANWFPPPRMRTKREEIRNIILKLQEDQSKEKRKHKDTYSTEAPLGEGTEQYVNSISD
# SENP1 inh: inhibitors of human SENP1 SUMO protease catalytic domain | Q9P0U3 | recombinant SENP1 catalytic domain, CyPet-SUMO1-YPet FRET cleavage | inhibition, % at 10 µM | 0.21% of 360,000 active | AID 624204;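 active means inhibition at least 30% at 10 µM, raw YFP signal under a set limit, fluorescence ratio 0.5 to 1.5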;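 further: 0% = enzyme with DMSO and 100% = no enzyme wells; some results filed as inactive read as strong as hits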
# Target sequence (Q9P0U3 419-644 limits assumed): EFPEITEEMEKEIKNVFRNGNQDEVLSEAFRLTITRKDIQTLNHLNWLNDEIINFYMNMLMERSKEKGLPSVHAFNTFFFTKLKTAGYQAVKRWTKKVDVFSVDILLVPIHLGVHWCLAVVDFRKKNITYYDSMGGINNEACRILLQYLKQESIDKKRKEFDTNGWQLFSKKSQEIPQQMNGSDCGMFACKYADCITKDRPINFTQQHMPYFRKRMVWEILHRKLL
#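 Assay system: hSENP1 catalytic domain, recombinant. Amount: SENP1 enzyme, 20 pM final. Schedule: 50 min reaction, RT, dark. Technique: FRET, CFP and YFP emission. Control set: no-enzyme wells low, DMSO-plus-enzyme wells high control.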
# SENP7 block: SENP7 protease inhibition; Q9BQF6; recombinant SENP7, Z-RLRGG-aminoluciferin luminescence, 40 min; inhibition, % at 5 µM; 1.5% of 330,000 active;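 active means inhibition above about 50% at the single test dose, limit read from the data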;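 further: plate controls were DMSO with enzyme for no effect and no enzyme buffer wells for full effect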
# UBC13 inh: blocks human UBC13 polyubiquitin chain formation; inhibition, % at 20 µM; 0.47% of 330,000 active; TR-FRET; P61088; in the data active means inhibition above about 45%, passing the limit was not always enough; inconclusive means no clear call, values can overlap the other calls
# Target sequence (P61088 whole entry, looked up): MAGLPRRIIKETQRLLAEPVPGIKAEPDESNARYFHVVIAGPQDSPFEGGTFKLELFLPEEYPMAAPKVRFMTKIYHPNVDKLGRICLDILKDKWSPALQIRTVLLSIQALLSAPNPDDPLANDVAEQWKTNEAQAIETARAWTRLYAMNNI
# An asterisk follows results filed as active; u = inconclusive; x = no result given.
SMILES,PfGluPho inh,HKDC1 inhibitor,SENP8 block-1,beta cell repl,SENP8 block-2,SENP6 block,SENP1 inh,SENP7 block,UBC13 inh
CSc1nncc(-c2ccccc2)n1,-2.7,-5.7,-1.5,4.5,2.6,6.7,1.2,-0.4,1.0
O=C(CCn1c(=O)oc2ccccc21)N1CCN(c2ccccc2F)CC1,-5.2,-11.0,25.1,-0.5,-6.0,-4.4,-0.5,-6.3,-4.6
Cc1ccc(NC(=O)c2ccc3ccccc3n2)cc1S(=O)(=O)N1CCOCC1,31.0,-5.2,-1.1,-0.1,-1.3,1.0,2.9,-4.2,-4.3
CCCCNc1cc(C(=O)O)cc(S(N)(=O)=O)c1Oc1ccccc1,-29.7,5.2,-228.0,2.2,8.0,-8.4,0.1,-4.0,9.3
O=C1c2ccccc2C(=O)N1CC1CCCO1 (stereo not given),-5.3,-5.6,23.3,-0.4,-7.3,20.6,1.2,0.4,-0.7
Cn1cc(CNC(=O)c2sc3cccc(Cl)c3c2Cl)cn1,-6.4,4.7,9.6,1.4,7.1,8.4,4.3,-0.1,9.3
CCCOC(=O)c1ccc(Oc2cn[nH]c2-c2ccc(OCC(=O)NN)cc2O)cc1,-18.2,-5.3,8.1,-4.2,-16.5,-35.2,3.0,-1.6,17.6
COCCCNc1nc2ccccc2nc1NS(=O)(=O)c1cccc(Cl)c1,-27.3,2.5,-307.4,2.2,1.6,7.3,-143.6,7.1,-3.3
CCN(Cc1cccc(OC)c1)CC1CCCN(CCc2cccc(OC)c2)C1 (stereo not given),-1.3,4.5,18.8,-4.0,5.0,2.8,-0.7,10.7,7.0
Cc1ccc2c(c1)C(c1ccccc1)N(C(=O)c1cccc([N+](=O)[O-])c1)CC(=O)N2 (stereo not given),8.0,1.9,19.6,-4.5,-3.1,-8.6,2.1,-6.7,1.2
Cn1c(=O)c2c(nc(Sc3ncnn3CC(=O)N3CCOCC3)n2C)n(C)c1=O,-8.3,-8.7,6.0,-3.5,-2.7,-17.6,-1.6,3.4,-1.3
Cc1csc(NC(=O)c2cc(C)on2)n1,-2.0,-5.2,18.8,-2.5,11.4,25.4,-0.6,23.9,0.5
CCOC(=O)C1CCCN(C(=O)CCNC(=O)Cn2ccc3ccccc3c2=O)C1 (stereo not given),5.8,-3.8,-2.2,-2.5,-12.7,-5.6,0.7,-3.9,-2.5
Cc1cc(-c2ccco2)n(CC(=O)NCCN(C)C)n1,-20.2,-5.6,9.2,-2.4,5.7,-0.6,2.6,-0.9,0.2
O=C(COc1ccc(Cl)cc1)NNC(=O)c1ccccc1C(=O)O,0.1,-8.2,-4.4,-4.3,4.0,4.8,1.8,-0.1,5.3
CC1CCCCN1CCCNC(=O)c1ccc2c(=O)n(CCc3ccccc3)c(=O)[nH]c2c1 (stereo not given),5.8,1.2,-127.1,-2.4,4.0,2.2,-3.4,-0.2,22.1
OCCNC(=S)Nc1ccc2c(c1)OCCO2,2.7,-3.9,20.4,-2.4,-1.7,-31.7,1.1,6.2,3.9
Cc1oc2cc3oc(=O)c(CCC(=O)NCCCN4CCOCC4)c(C)c3cc2c1C,3.2,-1.9,-224.5,-3.1,-1.3,0.8,-19.0,5.1,13.1
COc1cccc(NC(=O)C(c2ccccc2)N2CCN(c3ccccn3)CC2)c1 (stereo not given),-8.1,-0.5,2.3,-3.5,2.1,-17.2,2.9,22.6,14.2
CCN(CC)S(=O)(=O)c1ccc(Cl)c(NC(=O)COC(=O)c2ccc([N+](=O)[O-])o2)c1,13.7,7.8,39.0,-1.7,9.3,18.2,-0.1,1.4,-0.1
CCN(CC)C(=O)Cn1cc(S(=O)(=O)CC(=O)NCc2ccc(C)cc2)c2ccccc21,3.8,-7.6,2.7,0.9,3.4,-4.0,1.4,0.4,-4.5
Cc1ccc(NC(=S)NC2CCCC2)c(C)c1,-13.6,-2.4,6.2,-3.5,4.0,16.8,1.5,-4.0,0.9
O=C(CCC1CCCCC1)Nc1c[nH]c(=O)[nH]c1=O,-1.4,-2.6,11.4,1.0,-7.2,-15.8,0.4,-2.2,-15.6
Cn1cnc2c(cnn2C)c1=N,-13.1,-4.5,7.0,x,x,x,0.8,x,x
CC(=O)C1=C(O)C(=O)N(c2ccccn2)C1c1ccccc1[N+](=O)[O-] (stereo not given),0.5,-3.6,-7.0,1.2,-3.7,5.4,-3.1,0.6,-5.1

# Remaining list, next part:
SMILES,PfGluPho inh,HKDC1 inhibitor,SENP8 block-1,beta cell repl,SENP8 block-2,SENP6 block,SENP1 inh,SENP7 block,UBC13 inh
CCCCN(CCCC)CCCNC(=O)Cn1cc2c(n1)-c1c(oc(C(=O)N3CCCC3)c1C)CC2,7.7,8.3,-5.8,6.2,9.1,5.0,-1.6,-0.6,-3.9
CN(C)S(=O)(=O)c1cccc(C(=O)N=C2N=C3C=CC(Cl)=CN3Cc3ccccc32)c1,12.9,-1.2,11.1,-2.2,68.8*,91.1*,2.1,88.8*,u
N#CC1=C(N)Oc2cc3c(cc2C1c1ccc(Cl)cc1)OCO3 (stereo not given),16.4,-0.2,-143.1,-4.3,3.0,-0.5,-40.7,-1.9,4.9
Cc1ccc(S(=O)(=O)N2[C@@H](c3ccc(F)cc3)C(C(=O)O)=CC[C@H]2c2ccc(Cl)cc2)cc1,0.2,4.4,18.2,-5.8,-9.4,-15.0,2.1,-12.6,-20.6
N#C/C(=C/c1cccs1)c1nc2ccccc2[nH]1,26.4,17.3,-67.6,-1.6,29.5,48.2,-58.7,57.0*,-14.1
CCOc1ccc2nc(NC(=O)C3=NNC(=O)CC3)sc2c1,1.9,0.2,-33.6,0.0,-17.0,-9.0,2.6,-15.6,-15.0
COc1ccc(S(=O)(=O)N2CCCCCC2)cc1NC(C)C(=O)Nc1ccc(NC(C)=O)cc1 (stereo not given),6.0,4.6,19.6,x,x,x,-0.9,x,x
CCNC(=S)Nc1cc(OCC)c(N2CCOCC2)cc1OCC,0.2,-5.7,23.2,0.8,-1.7,6.5,0.2,6.0,-0.5
Nc1nc(-c2ccco2)nn1C(=O)c1ccccc1,-2.6,-1.6,21.8,-4.4,-10.3,-40.4,0.7,-10.0,-12.6
CCOC(=O)c1c(NC(=O)COC(=O)c2ccc(C)s2)sc2c1CC(C)(C)NC2(C)C,13.5,1.8,-4.3,-7.3,-4.6,-11.7,0.0,-13.0,33.6
CC(C)CCC(C)NC(=O)C1CCN(S(=O)(=O)/C=C/c2ccccc2)CC1 (stereo not given),-17.6,-4.8,4.6,-0.4,-3.1,-51.4,0.7,-2.5,-8.9
COc1ccc(N(CC(O)CN2C(=O)NC(C)(C)C2=O)S(=O)(=O)c2ccc(C)cc2)cc1 (stereo not given),0.2,-5.3,10.9,-0.6,-5.7,-2.6,3.0,-8.0,-0.3
O=C(Nc1cc2c(cc1C(=O)O)OCCCO2)c1ccc(C(F)(F)F)cc1,-11.5,-3.4,2.7,0.0,-4.4,3.4,0.7,5.4,-5.2
CCCCS/C(N)=N/N=C/c1ccccc1O,-4.5,-4.6,-11.3,-2.5,0.2,-7.4,1.3,0.2,-0.8
COc1cccc(CN2CC(C(=O)NCCc3ccc(C)o3)CCC2=O)c1 (stereo not given),9.4,7.2,1.8,-1.9,4.7,5.4,-5.9,-3.4,2.6
CCOc1ccc(NC(=O)c2cc(OC)nc3ccccc23)cc1,-11.0,0.5,13.3,-4.2,-2.6,-5.5,-0.7,-3.5,5.1
O=C(/C=C/c1ccco1)NCCc1ccccc1,12.1,-4.9,9.2,-1.2,-3.8,2.8,-4.6,4.0,-0.5
COc1cccc(OC)c1OCC(O)CN1CCN(c2ccccc2)CC1 (stereo not given),-16.9,5.6,20.0,2.3,-11.3,-23.4,-2.0,-5.5,3.5
O=C(c1cc2cc(Br)ccc2[nH]1)N1CCc2ccccc21,-6.9,2.2,-34.0,0.3,-6.0,-28.4,-3.7,-1.7,-0.4
COc1cccc(N2CCN(c3ccc4nnc(CCC(=O)Nc5ccccc5OC)n4n3)CC2)c1,1.6,1.5,12.8,-1.5,14.7,11.3,-0.4,4.4,2.1
c1ccc(-c2noc(-c3ccc4c(c3)OCO4)n2)cc1,4.5,-7.3,-7.8,-2.8,92.8*,97.4*,2.0,99.6*,1.0
COc1ccccc1-c1nc(C(N)=O)c2[nH]c(=O)n(-c3cccc(C)c3)c2n1,-10.2,-8.2,-252.7,2.1,-9.1,-23.8,3.5,2.7,-4.7
O=C(NC1CCCC1)C1CCCN(C(=O)Nc2ccccc2)C1 (stereo not given),-11.4,-4.0,3.8,-0.4,6.9,-28.5,-0.5,-2.2,8.2
COc1cc(CSc2ncn[nH]2)c(OC)cc1CSc1ncn[nH]1,-55.1,-4.1,0.2,2.4,-11.2,-25.7,1.0,-5.9,-5.1
CC(C)C[C@H](NC(=O)c1nc[nH]c1C(=O)NCC(=O)OCc1ccccc1)C(=O)OCc1ccccc1,18.8,17.5,5.6,-8.0,-3.6,3.5,0.8,1.0,-31.7

# Another view of part of the listing above:
Molecule	PfGluPho inh	HKDC1 inhibitor	SENP8 block-1	beta cell repl	SENP8 block-2	SENP6 block	SENP1 inh	SENP7 block	UBC13 inh
CCOc1ccc2nc(NC(=O)C3=NNC(=O)CC3)sc2c1	1.9	0.2	-33.6	0.0	-17.0	-9.0	2.6	-15.6	-15.0
COc1ccc(S(=O)(=O)N2CCCCCC2)cc1NC(C)C(=O)Nc1ccc(NC(C)=O)cc1 (stereo not given)	6.0	4.6	19.6	x	x	x	-0.9	x	x
CCNC(=S)Nc1cc(OCC)c(N2CCOCC2)cc1OCC	0.2	-5.7	23.2	0.8	-1.7	6.5	0.2	6.0	-0.5

# (cont.)
SMILES,PfGluPho inh,HKDC1 inhibitor,SENP8 block-1,beta cell repl,SENP8 block-2,SENP6 block,SENP1 inh,SENP7 block,UBC13 inh
CCC(C)NS(=O)(=O)c1ccc(OCC(=O)N2CCC(C)CC2)cc1 (stereo not given),-1.8,6.0,18.1,-0.4,1.4,2.6,-1.4,5.3,1.2
COc1ccc(C2CC(c3ccc(Cl)cc3)=NN2C(C)=O)cc1 (stereo not given),5.0,-1.9,-6.0,-1.3,7.2,-1.3,-1.0,-7.6,8.0
CSCCC(N=C(NS(=O)(=O)c1ccc(C)cc1)c1ccccc1)C(=O)O (stereo not given),-5.9,-7.0,8.2,-0.7,-3.1,18.0,0.5,-9.6,11.9
O=C(COC(=O)CNC(=O)c1ccc(Br)o1)Nc1ccccc1OC(F)F,-0.1,-11.7,12.2,4.1,0.5,-10.3,1.8,3.1,12.1
Cc1oc2c(c1C(=O)O)C(=O)c1ccccc1C2=O,31.8,14.2,44.9*,-4.3,29.8,63.5*,17.9,18.1,-56.3
Cc1occc1-c1nnc(SCC(=O)c2ccc(Cl)cc2)n1C,11.2,5.4,9.6,-1.8,1.7,-1.4,0.8,4.9,4.4

# A few values from the entries so far:
# CCC(C)NS(=O)(=O)c1ccc(OCC(=O)N2CCC(C)CC2)cc1 (stereo not given) in SENP8 block-1 is listed with 18.1
# Cc1oc2c(c1C(=O)O)C(=O)c1ccccc1C2=O in SENP7 block is listed with 18.1
# COc1ccc(C2CC(c3ccc(Cl)cc3)=NN2C(C)=O)cc1 (stereo not given) in beta cell repl is listed with -1.3
# CSCCC(N=C(NS(=O)(=O)c1ccc(C)cc1)c1ccccc1)C(=O)O (stereo not given) in HKDC1 inhibitor is listed with -7.0

# Records above printed as active in SENP8 block-1:
mol	PfGluPho inh	HKDC1 inhibitor	SENP8 block-1	SENP8 block-2	SENP6 block	SENP1 inh	SENP7 block	UBC13 inh
Cc1oc2c(c1C(=O)O)C(=O)c1ccccc1C2=O	31.8	14.2	44.9*	29.8	63.5*	17.9	18.1	-56.3
